GRP78 ERSR act = qHTS for Inducers of the Endoplasmic Reticulum Stress Response (ERSR) in Human Glioma: qHTS | U87-MG GRP78 promoter luciferase reporter, 16 h | AID 602332, 2012 | 420,000 tested, 0.02% active | Potency, µM, inactives show at the highest dose activation, most hits filed as activators; note: potency is the fitted concentration of half-maximal effect; series mostly up to about 76 µM; % of control where 0% means no effect; nearly all actives have a fitted effect of over 35% in size
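Stably transfected U87-MG human glioma cells carrying a GRP78-based luminescent sensor were seeded at 1000 cells/well, pin-dosed with compounds and incubated 16 h. Luciferase reagent was then added, and end-point luminescence was read after 10 min at room temperature.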
RXFP1 agonist = qHTS Assay for Agonists of the Relaxin Receptor RXFP1. Relaxin receptor 1 (Homo sapiens), Q9HBX9. 370,000 tested, 0.3% active. HEK293T-RXFP1 cAMP TR-FRET, 30 min; response scale: percent of porcine relaxin response, buffer zero. Potency, µM (titrated, usually from 57.5 µM), for the others: top-dose activation, hits mostly activators; note: potency is the fitted concentration of half-maximal effect; % is set by controls: 0 for no effect and ±100 for the full control effect; nearly all actives have a fitted effect of over 60% in size; many of its hits are not listed in these tables
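HEK293T cells stably expressing RXFP1 were pretreated with the PDE4 inhibitor Ro 20174, exposed to compounds for 30 min at 37C, lysed, and cAMP was read by TR-FRET. Data normalized to buffer (basal) and 29 nM porcine relaxin (100%).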
Vif-APOBEC3G blk = qHTS for Inhibitors of Vif-A3G Interactions: qHTS; Potency, µM (series often up to 46.1 µM), for inactives: top-dose activity, negative = active, usual class: inhibitors; HeLa A3G-eYFP + Vif (tagged APOBEC3G with the HIV-1 protein that degrades it), YFP fluorescence, overnight; DNA dC->dU-editing enzyme APOBEC-3G (Homo sapiens), Q9HC16; 410,000 tested, 0.076% active;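 note: potency is the fitted concentration of half-maximal effect; % is set by controls: 0 for no effect and ±100 for the full control effect; nearly all actives have a fitted effect of over 60% in size; hits raise eYFP signal because A3G escapes Vif-driven loss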
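HeLa cells stably expressing Vif and C-terminally eYFP-tagged A3G, seeded overnight at 37 deg C, then exposed to compound by pintool overnight at 37 deg C. Rise in yellow fluorescence (Ex 488/Em 500-530, Acumen) marks blocked Vif-driven A3G degradation.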
Vif-A3F inh = qHTS for Inhibitors of Vif-A3F Interactions: qHTS | HeLa A3F-eYFP + Vif (tagged APOBEC3F with the HIV-1 protein that degrades it), YFP fluorescence increase | Potency, µM (doses to about 46.1 µM), for inactives: top-dose activity, negative = active | 390,000 tested, 0.2% active; note: potency is the fitted concentration of half-maximal effect; % of control where 0% means no effect; nearly all actives have a fitted effect of over 65% in size
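HeLa cells stably expressing A3F-eYFP plus Vif, plated and incubated overnight at 37 deg C, then exposed to compounds overnight at 37 deg C. Blocked degradation read as raised yellow fluorescence (Ex 488/Em 500-530).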
D1 PAM = Potentiators of Human D1 Dopamine Receptor: qHTS | potentiation, % at 10 µM | 360,000 tested, 0.036% active | D(1A) dopamine receptor (Homo sapiens), P21728 | HEK293 TREx D1 cells, calcium flux, dopamine EC20 potentiation; in the data active = potentiation above about 30%; note: 0% is about no effect
Target sequence (P21728 whole entry, looked up): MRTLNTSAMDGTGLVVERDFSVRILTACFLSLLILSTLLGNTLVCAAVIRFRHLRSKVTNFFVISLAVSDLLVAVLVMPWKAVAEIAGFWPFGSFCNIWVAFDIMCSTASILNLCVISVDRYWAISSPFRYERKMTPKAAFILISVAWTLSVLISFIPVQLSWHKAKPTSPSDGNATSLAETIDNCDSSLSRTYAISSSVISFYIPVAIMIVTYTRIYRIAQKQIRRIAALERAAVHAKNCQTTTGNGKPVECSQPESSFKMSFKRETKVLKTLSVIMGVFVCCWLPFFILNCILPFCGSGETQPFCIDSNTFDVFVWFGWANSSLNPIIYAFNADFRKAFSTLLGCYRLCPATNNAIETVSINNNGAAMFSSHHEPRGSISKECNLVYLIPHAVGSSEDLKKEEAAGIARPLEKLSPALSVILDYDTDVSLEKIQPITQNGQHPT
RXFP1 antag = qHTS Assay for Antagonists of the Relaxin Receptor RXFP1; HEK293-RXFP1, relaxin-stimulated cAMP HTRF, 30 min; hits give low values; activity change, negative = inhibition, % at 57.5 µM; 350,000 tested, 0.59% active;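 active = activity change of -60% or lower, but not beyond a set lower limit; inconclusive = change between -60% and -40%, or beyond the set limit; inactive = change above -40%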; note: % is set by controls: 0 for no effect and ±100 for the full control effect
D1 agonist = Allosteric Agonists of the Human D1 Dopamine Receptor: qHTS; activation, % at 2 µM; HEK293 T-REx D1 cells, calcium flux, agonist mode; D(1A) dopamine receptor (Homo sapiens), P21728; 360,000 tested, 1% active; in the data active = activation above about 30%; note: 0% is about no effect
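Agonism was scored from calcium flux recorded over 180 s (1 read/s) after pintool compound addition, following a 10-cycle baseline. Cells were inducible force-coupled HEK293 TREx D1, plated overnight at 30 C and loaded with no-wash calcium dye.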
D1 antag = Antagonist of Human D 1 Dopamine Receptor: qHTS; D(1A) dopamine receptor (Homo sapiens), P21728; HEK293 TREx D1 cells, calcium flux, dopamine EC80; hits give low values; activity change, negative = inhibition, % at 10 µM; 360,000 tested, 3.2% active; AID 504652, 2011; in the data active = activity change below about -30%; note: % is set by controls: 0 for no effect and ±100 for the full control effect
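Tetracycline-induced HEK293 Trex D1 cells, force-coupled to calcium, dye-loaded; compounds added and read 180 s, then EC80 dopamine added and calcium flux tracked kinetically another 180 s.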
D2 potentiator = HTS Assay for Positive Allosteric Modulators of the Human D2 Dopamine Receptor: Primary Screen for Potentiators | HEK293 T-REx D2, calcium flux, EC20 dopamine potentiation | potentiation, % at 10 µM | 340,000 tested, 0.34% active | AID 485347, 2010;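 active = potentiation over 3 SD above the plate norm, cut at about 30% in these data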; note: 0% is about no effect
Target sequence (P14416 whole entry, looked up): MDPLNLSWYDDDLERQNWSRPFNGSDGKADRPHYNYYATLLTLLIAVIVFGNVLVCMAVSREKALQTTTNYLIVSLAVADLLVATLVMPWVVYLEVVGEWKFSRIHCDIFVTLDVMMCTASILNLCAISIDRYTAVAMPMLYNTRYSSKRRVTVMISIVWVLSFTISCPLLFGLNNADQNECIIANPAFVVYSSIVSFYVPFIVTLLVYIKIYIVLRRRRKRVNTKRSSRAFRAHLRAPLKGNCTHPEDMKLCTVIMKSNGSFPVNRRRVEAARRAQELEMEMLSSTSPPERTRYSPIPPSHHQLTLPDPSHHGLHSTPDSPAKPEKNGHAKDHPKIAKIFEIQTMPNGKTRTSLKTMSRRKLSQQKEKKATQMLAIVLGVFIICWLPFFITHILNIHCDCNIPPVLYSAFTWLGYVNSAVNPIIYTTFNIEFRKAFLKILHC
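Using a no-wash calcium dye in inducible, force-coupled HEK293 Trex cells expressing D2, we tracked fluorescence each second for 180 s after compound, then for 180 s after EC20 dopamine to detect augmented signalling.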
An asterisk follows results filed as active; ? = inconclusive; nt = no result given. Unless noted, calls come from the whole dose curve; as a rule, active = well fitted curve in the direction sought with a large enough effect; inconclusive = small, poorly fitted or top-dose-only effect, or another doubt; inactive = no such curve, though single readings can be large; an effect the other way counts as inactive or inconclusive. The list is partial; count on the stated rates, not on these rows.

SMILES	GRP78 ERSR act	RXFP1 agonist	Vif-APOBEC3G blk	Vif-A3F inh	D1 PAM	RXFP1 antag	D1 agonist	D1 antag	D2 potentiator
CC(Sc1nnc(-c2ccccc2)c(-c2ccccc2)n1)C(=O)N1CCc2ccccc21 (configuration not stated)	-3%	-1.2%	2%	-1%	3	-14	3	14	-5
COC(=O)CSc1nnc(CNC(=O)c2cccs2)n1-c1cc(OC)ccc1OC	-2%	1.9%	1%	-10%	2	11	-1	-7	3
COc1ccccc1NC(=O)NC1CC(=O)N(c2ccc3c(c2)OCCO3)C1 (configuration not stated)	0%	0.1%	0%	-38%	4	0	3	4	16
COc1nccnc1NS(=O)(=O)c1ccc(NC(=S)NC(=O)c2ccccc2)cc1	-2%	0.7%	-5%	1%	-1	-4	0	6	-1
CCC(NC(=O)CCc1ccccc1)c1ccccc1 (configuration not stated)	0%	-0.5%	0%	-8%	-3	-2	-1	0	-3
CCCn1c(SCC(=O)N(C)CC(=O)Nc2ccc(C)cc2)n[nH]c1=O	0%	0.5%	-1%	0%	nt	-4	7	0	11
Cc1ccc2cc(CCNC(=O)c3cc4ccccc4o3)c(=O)[nH]c2c1C	-3%	1.4%	-1%	-12%	-3	nt	6	-4	10
CC1CCCN(Cc2cccc(Oc3ccccc3)c2)C1 (configuration not stated)	-5%	1.3%	-4%	-11%	-7	-22	0	-5	-21
CC(NC(=O)COC(=O)c1ccc2c(=O)n3c(nc2c1)CCCCC3)c1ccccc1 (configuration not stated)	-6%	5.5%	-2%	1%	nt	-13	5	9	-7
Cc1ccc(-c2nn(-c3ccccc3)cc2/C=N/n2c(-c3ccncc3)n[nH]c2=S)cc1	3%	1.5%	-14%	?	5	-6	1	-4	2
CCN(C(=O)c1cc(S(=O)(=O)N2CCOCC2)cn1C)c1cccc(C)c1	-3%	5.4%	5%	5%	-6	-12	1	-5	2
Cc1ccc(NC(=O)CSc2nnc(-c3ccccc3Br)o2)cc1C	-3%	0.9%	-6%	1%	-5	-8	3	-12	-11
Cc1c(C(=O)O)sc2ncnc(N3CCCCC3C)c12 (configuration not stated)	-2%	24%	-1%	4%	-1	3	2	1	33*
O=S(=O)(NCc1cn2ccccc2n1)c1ccccc1F	-4%	1.0%	-1%	12%	-3	-2	1	-7	2
CCOC(=O)N1CCC(NC(=O)C2CCN(C(=O)c3cc4oc(C)cc4n3Cc3c(F)cccc3Cl)CC2)CC1	-3%	-0.4%	0%	1%	-1	29	0	-26	9
COc1ccc([N+](=O)[O-])cc1NC1CCN(C(=O)c2cccs2)CC1	-6%	0.9%	-1%	2%	3	13	0	8	9
CCNC(=O)C(CC(C)C)NC(=O)C(CO)NC(=O)C1CCC(=O)N1 (configuration not stated)	-3%	-1.3%	1%	4%	-2	16	2	-4	0
COc1ccccc1CNC(=O)CCCN1C(=O)CCn2nc(-c3cn(C)c4ccccc34)cc21	-1%	1.8%	-11%	4%	-1	-7	4	3	-9
C=C1c2ccc(C)cc2NC(=O)N1c1ccccc1	-2%	-0.4%	-3%	-12%	0	nt	0	16	23
CSc1ccc(NC(=O)Nc2ccccc2C(N)=O)cc1	6%	-0.5%	2%	-1%	-3	7	9	-11	-3
O=C(Nc1nccs1)c1ccc(S(=O)(=O)NCC2CCCCC2)cc1	0%	0.8%	-1%	3%	6	-11	6	-11	-16
CCOC(=O)c1cc2c(=O)n3ccccc3nc2n(CC2CCCO2)c1=NC(=O)c1ccc(OCC)cc1 (configuration not stated)	3%	5.8%	-7%	-1%	1	nt	3	19	20
COc1ccccc1CNC(=O)C1CCN(S(=O)(=O)c2cccc([N+](=O)[O-])c2)CC1	7%	2.3%	-4%	-13%	-9	-2	0	-6	nt
c1ccc(-c2nc(-c3ccccn3)no2)cc1	-13%	-0.4%	4%	-5%	0	-6	1	-12	0
Cc1ccccc1N(CC(=O)NCCc1ccccc1)C(=O)c1csnn1	0%	2.3%	1%	0%	0	-9	2	-11	-4

Ordered by value in D1 antag (lowest first): three from the list above
SMILES	D1 antag
Cc1ccc(NC(=O)CSc2nnc(-c3ccccc3Br)o2)cc1C	-12
O=S(=O)(NCc1cn2ccccc2n1)c1ccccc1F	-7
COc1ccc([N+](=O)[O-])cc1NC1CCN(C(=O)c2cccs2)CC1	8

Other structures:
SMILES	GRP78 ERSR act	RXFP1 agonist	Vif-APOBEC3G blk	Vif-A3F inh	D1 PAM	RXFP1 antag	D1 agonist	D1 antag	D2 potentiator
COC(=O)c1ccc(OCC(=O)Nc2nn(-c3ccccc3)nc2C(N)=O)cc1	3%	30%	-7%	-9%	3	28	-2	1	11
Cc1ccc(Cn2c(=O)n(Cc3ccc(Cl)cc3)c(=O)c3cccnc32)cc1	-3%	-0.1%	4%	0%	-2	nt	1	0	1
Cc1cc(NC(=O)CCN2C(=O)C3C4C=CC(C4)C3C2=O)c2ccccc2n1 (configuration not stated)	-7%	-0.7%	2%	-2%	-4	2	1	4	11
COc1ccc(Oc2ncccc2NC(=O)c2cccc(C)c2C)cc1	-3%	-0.9%	-6%	13%	-5	-12	3	6	-11
CC(C(=O)OCC(=O)c1cccc([N+](=O)[O-])c1)N1C(=O)C2C3CCC(C3)C2C1=O (configuration not stated)	-3%	-0.2%	7%	-2%	-6	-4	8	-16	0
O=C1c2ccccc2C(=O)N1CCc1ccccc1	-1%	nt	3%	0%	nt	2	nt	nt	nt
CCn1c2ccccc2c2cc(NC(=O)CCCN3C(=O)CCC3=O)ccc21	9%	0.3%	0%	-9%	1	-13	0	1	nt
O=C(Nc1ccc(OC(F)(F)C(F)F)c(NC(=O)c2ccc(F)cc2)c1)c1ccc(F)cc1	2%	nt	0%	-2%	nt	-13	nt	nt	nt
C[C@@H](Oc1ccccc1)c1nnn(Cc2ccccc2)c1-c1c([C@@H](C)Oc2ccccc2)nnn1Cc1ccccc1	-1%	-3.0%	2%	2%	-1	nt	16	9	-5
COc1ccc(C2CC(c3cccs3)=NN2C(=O)CCl)cc1OC (configuration not stated)	-19%	1.4%	?	0%	-7	7	0	-1	-13
O=C(c1ccc(CNS(=O)(=O)c2ccccc2)cc1)N1CCN(c2ccccn2)CC1	1%	0.4%	0%	1%	1	-12	2	9	3
CCN(CC)S(=O)(=O)c1ccc(Oc2ccc(S(=O)(=O)N(CC)CC)cc2)cc1	2%	3.4%	2%	-6%	-5	10	31*	-26	-2
COc1cccc(CNc2ncn[nH]2)c1OCc1ccc(F)cc1	-4%	-0.6%	2%	4%	-1	10	0	19	7
COc1cccc(CNCc2ccc(OC)cc2OC)c1	-2%	-0.5%	-7%	-1%	-7	1	6	-15	-14
COc1ccccc1N1CCN(S(=O)(=O)CCNC(=O)CC2CCCCC2)CC1	-2%	2.2%	0%	1%	-3	-18	2	-19	-13
Cc1cc(C)cc(NC(=O)Cn2c(SCc3cc(C)ccc3C)nc3ccncc32)c1	nt	3.5%	nt	nt	3	nt	0	-26	nt
Cn1c(CC(=O)Nc2ccccc2Cl)nnc1SCC(=O)Nc1nncs1	-1%	-0.9%	1%	-4%	-2	-18	5	-12	26
N#Cc1ccc(C(=O)Nc2nnc(-c3ccccn3)o2)cc1	-3%	-0.3%	-1%	0%	0	27	1	3	10
Cn1c(=O)[nH]c(=O)c2c1nc(N1CCCCC1)n2CC(O)CN1CCCCC1 (configuration not stated)	1%	-0.1%	2%	-9%	-3	-11	-1	13	8
COc1ccc(N2CCN(C(=O)c3ccc(NS(=O)(=O)c4ccc(F)c(F)c4)cc3)CC2)cc1	7%	0.1%	1%	-3%	-3	2	3	-5	-9
CCCS(=O)(=O)N1CCN(Cc2ccc([N+](=O)[O-])cc2)CC1	-4%	2.3%	-6%	6%	-7	14	6	-13	-3
Cc1ccc(S(=O)(=O)NNC(=O)c2cccc(O)c2)cc1	-5%	0.6%	0%	4%	-1	21	3	-4	3
COc1ccccc1NC(=O)CCc1c(C)nc2c(-c3ccc(F)cc3)c(C)nn2c1C	1%	0.0%	-1%	-12%	-6	-12	2	-4	nt
O=C(NNC(=O)c1cccc2ccccc12)c1ccc(Cl)cc1Cl	5%	nt	5%	-21%	nt	0	nt	nt	nt
CC(C)(C)c1cccc(/C=N/O)c1O	-7%	2.2%	-6%	-5%	5	-8	0	6	0

The list continues.
SMILES	GRP78 ERSR act	RXFP1 agonist	Vif-APOBEC3G blk	Vif-A3F inh	D1 PAM	RXFP1 antag	D1 agonist	D1 antag	D2 potentiator
Cc1ccc2[nH]c(CSc3nnc(NC(=O)c4ccccc4F)s3)cc(=O)c2c1	-3%	7.7%	2%	1%	0	-11	1	-32*	18
CC(C)N(C(C)C)S(=O)(=O)c1ccc(NN)nc1	-2%	1.0%	-6%	4%	-1	-5	2	-10	nt
Cc1ccc(CCNC(=O)CS(=O)Cc2nc(-c3ccccc3F)oc2C)cc1 (configuration not stated)	0%	-1.6%	1%	-2%	-8	26	0	-5	-2
Clc1cccc(N/N=C/c2ccc(N3CCOCC3)s2)c1	-5%	0.1%	0%	-25%	3	0	1	16	5
Cc1cc(Oc2ccc(C#N)cc2)nc(N2CCOCC2)n1	-3%	0.0%	1%	-16%	3	nt	3	10	-1
CCc1nc(SCC(=O)Nc2nnc(CC)s2)c2c(=O)n(C)c(=O)n(C)c2n1	-3%	?	-8%	0%	-1	-3	2	-11	15
Cc1ccc(CN2CCN(Cc3cn[nH]c3-c3cccc(F)c3)CC2CCO)o1 (configuration not stated)	-6%	-1.4%	-3%	-1%	2	-4	1	3	18
COC(=O)c1ccccc1NC1OC(=O)c2ccccc21 (configuration not stated)	-1%	0.4%	2%	-11%	2	8	3	-11	-12
COc1ccc(/C(N)=N/OC(=O)Cc2cccs2)cc1	3%	2.8%	2%	13%	-1	-3	5	18	-2

Assay outcomes from PubChem.
